Screens from PubChem BioAssay.
697 NFkB inh: lowers PMA/ionomycin-induced NF-kB signal in 697 B cells | 697 B-cell NF-kB luciferase reporter, 16 h | inhibition, % at 4 µM | actives 0.33% (n = 330,000) | AID 435022; in the data active = inhibition above about 35%
Mdm2 MdmX PPI: disrupts the human Mdm2-MdmX interaction | actives 3% (n = 330,000) | SaOS-2 split-luciferase Mdm2/MdmX complementation, luminescence | inhibition, % at 8 µM | O15151+Q00987 | AID 485346;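 active = inhibition of at least 50% at 8 µM in the primary screen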
XBP1 UPR activ: activators of adaptive arm of unfolded protein response (XBP1); CHO-XBP1 luciferase reporter, IRE1-XBP1 UPR activation, luminescence; percent of tunicamycin response, DMSO as zero; activation, % at 20 µM; actives 0.33% (n = 330,000); AID 463104;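 active = versus positive control, 20 µM dose yields 30% or more activation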;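 also: 100% = tunicamycin at 10 µg/mL and 0% = DMSO only wells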
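Material: IRE1-XBP1 luciferase reporter CHO line / Quantity: one thousand reporter cells per well / Buffer or medium: F12 with 10% serum / Compound: 20 µM single concentration, DMSO 1% / Times: 6 h treatment, 37 °C / Detection: Steady-Glo luciferase glow luminescence, 10 min after reagent addition / Benchmarks: tunicamycin high, DMSO low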
tim23-1 inh: inhibits growth of tim23-1 mutant yeast | S. cerevisiae tim23-1 growth, BacTiter-Glo luminescence, 24 h | inhibition, % at 20 µM | actives 1.3% (n = 330,000) | AID 463212;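 active = growth inhibition of the mutant yeast at or above 50%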;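 also: temperature-sensitive mutant grown at 25 °C; plate controls were DMSO-treated mutant yeast for no effect and medium wells lacking yeast for full effect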
UPR CHOP act: activators of apoptotic arm of unfolded protein response (CHOP). CHO-CHOP luciferase reporter, UPR activation, luminescence; percent of tunicamycin response over DMSO baseline. activation, % at 10 µM. actives 0.34% (n = 330,000);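 active = at 10 µM dose, activation of 40% or more, normalized to positive control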;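 also: 100% = tunicamycin at 10 µg/mL and 0% = DMSO alone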
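Assay system: CHO cells with stable CHOP pathway luciferase reporter; Buffer or medium: F12 plus 10% serum; Times: 16-18 h cell attachment, then 6 h compound exposure, 37 °C; Signal: luciferase luminescence; Read-out basis: percent activation relative to tunicamycin control; Control set: tunicamycin high control, DMSO low control.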
Jurkat NFkB inh: inhibitors of the PMA/ionomycin-induced NF-kB reporter in Jurkat cells. inhibition, % at 4 µM. actives 0.53% (n = 330,000). PMA/ionomycin-induced NF-kB luciferase reporter, luminescence; in the data active = inhibition above about 50%
APJ antag: blocks the human apelin receptor APJ | actives 0.32% (n = 330,000) | CHO-K1 APJ beta-arrestin complementation, luminescence | inhibition, % at 20 µM | AID 2521 | P35414;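 active = inhibition above about 40% at 20 µM, limit read from the data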;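 also: cells challenged with 10 nM apelin-13 agonist together with compound; plate controls were apelin-13 plus DMSO wells for no effect and DMSO wells lacking apelin-13 for full effect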
Target sequence (P35414 whole entry, looked up): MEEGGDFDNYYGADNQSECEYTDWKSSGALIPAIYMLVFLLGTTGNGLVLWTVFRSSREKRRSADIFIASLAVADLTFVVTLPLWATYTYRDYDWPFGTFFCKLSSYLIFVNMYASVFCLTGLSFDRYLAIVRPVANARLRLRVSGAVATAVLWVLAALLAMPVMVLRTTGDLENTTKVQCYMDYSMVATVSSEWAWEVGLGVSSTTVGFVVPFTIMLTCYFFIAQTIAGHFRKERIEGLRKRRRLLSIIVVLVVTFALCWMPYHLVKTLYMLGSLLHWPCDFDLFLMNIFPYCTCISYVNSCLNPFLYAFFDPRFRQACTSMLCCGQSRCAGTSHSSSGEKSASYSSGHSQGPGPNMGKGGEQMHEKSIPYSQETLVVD
APJ ag: activates the human apelin receptor APJ; activation, % at 20 µM; CHO-K1 APJ PathHunter beta-arrestin, luminescence; 0% DMSO wells, 100% apelin; actives 0.11% (n = 330,000); P35414;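 active = activation more than six SD over the plate average, tested at 20 µM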;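 also: 0% = DMSO alone and 100% = apelin-13 at 10 nM; some results filed as inactive read as strong as hits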
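system = engineered CHO-K1 APJ arrestin reporter cells | input = 1000 cells per well | timing = overnight seeding, 90 min compound at 25 °C, 1 h detection | measured by = enzyme-fragment complementation luminescence | read-out = beta-arrestin recruitment to APJ as agonist activity, luminescent signal | control set = negative DMSO alone, positive Apelin-13 at 10 nM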
Starred values were filed as active, the others as inactive. Not a hit list (roughly 5% active in at least one column).

SMILES | 697 NFkB inh | Mdm2 MdmX PPI | XBP1 UPR activ | tim23-1 inh | UPR CHOP act | Jurkat NFkB inh | APJ antag | APJ ag
CC(=O)c1cccc(N=Nc2c(C)[nH]c3ccccc23)c1 | -16 | -24 | 2 | 17 | 4.4 | -20 | 5 | -3
O=C(c1cccc2ccccc12)N1CCC(N2CCN(c3ccccc3)CC2)CC1 | 6 | 8 | 3 | 2 | -0.6 | -17 | 8 | -2
Cc1c(C(=O)OCC(=O)NC(=O)NC2CCCCC2)cccc1[N+](=O)[O-] | 15 | 9 | -3 | 6 | -0.3 | -1 | 8 | -3
CC1CCC(CN2CCN=C2N(C)C)CC1 (stereo not given) | -9 | 14 | 2 | 2 | 0.7 | -15 | -64 | -5
O=C(NCc1ccccc1Cl)C1CCN(S(=O)(=O)c2cccc3nonc23)CC1 | 5 | 10 | -4 | -4 | -0.2 | 8 | 6 | 0
O=C(O)Cc1csc(NC(=O)CSc2cccc(C(=O)O)n2)n1 | 3 | 10 | 1 | -1 | 0.3 | 5 | 5 | -3
Cn1nc(C(=O)NNC(=O)C(CCC(N)=O)NS(=O)(=O)c2ccc(Cl)cc2)c2ccccc2c1=O (stereo not given) | 19 | 23 | -3 | 8 | 0.9 | -1 | 8 | -4
O=C(CSc1nnc(C2COc3ccccc3O2)o1)N1CCN(c2ccccc2)CC1 (stereo not given) | 8 | 9 | 0 | 3 | -1.3 | -8 | 17 | 0
Nc1nonc1-n1nnc(C(=O)N/N=C/c2cccc(Cl)c2)c1CN1CCCCCC1 | 1 | 4 | 1 | 7 | 1.9 | -11 | 19 | -6
COc1ccc(CNC(=O)CSc2ncn[nH]2)cc1 | 10 | -12 | 2 | 21 | 0.6 | -18 | -22 | 2
C=CCOC(=O)C1=C[C@@H](c2ccc(C(F)(F)F)cc2)[C@H](CCCO)[C@@H](OCC)O1 | 9 | 21 | -4 | 1 | 0.3 | 12 | 22 | 6
C=CCNC(=O)c1cc2cccc(OC)c2oc1=O | 3 | -1 | -1 | 7 | -0.9 | -16 | 3 | -3
CC(C)(C)NC(=O)NC(=O)COC(=O)c1ccco1 | 8 | 6 | -1 | 15 | -0.4 | -39 | -11 | -2
COc1ccc(N(CC(=O)NC2CCCC2)C(=O)c2csnn2)cc1 | 5 | 9 | 0 | 15 | 0.5 | -7 | -11 | -1
O=C(NC(=S)NC1CCS(=O)(=O)C1)c1ccccc1 (stereo not given) | 18 | 11 | -2 | -11 | 3.6 | 2 | -8 | 0
CCOC(=O)CSC1=NC(=O)/C(=C\c2ccc(OC(C)=O)cc2)S1 | -60 | 20 | 12 | 46 | 8.0 | -19 | 33 | -4
Cn1cccc1Cc1nnc(SCC(=O)NCC2CCCO2)n1-c1ccc(F)cc1 (stereo not given) | 11 | 21 | 2 | 15 | -1.3 | 4 | 19 | -1
O=C(O)CCCN1C(=O)C2C3C=CC(C2C1=O)C1C(=O)N(CCCC(=O)O)C(=O)C31 (stereo not given) | 12 | 19 | -4 | -4 | 1.6 | -11 | 17 | -2
CCCCN(CCCC)C(=O)C1(P(=O)(c2ccccc2)c2ccccc2)CCC1 | -12 | 14 | -2 | 29 | -0.4 | -3 | 18 | -8
N#CCCN(C(=O)COC(=O)C1CCN(c2ccc(C(F)(F)F)cn2)CC1)c1ccc(F)cc1 | -2 | 5 | 2 | 6 | 1.6 | -9 | -5 | -6
CC(C(=O)Nc1ccc(S(=O)(=O)N2CCCC2)cc1)N(C)CC(=O)Nc1cccc(F)c1 (stereo not given) | 6 | 28 | 0 | 16 | 4.3 | -3 | 3 | -3
CCOCCc1nnc(NC(=O)c2cccc(F)c2)s1 | -8 | 18 | -5 | 10 | 2.0 | -8 | 18 | -1
NC(=O)CC(NC(=O)Cc1ccc(Br)cc1)c1ccc(NCCc2cccc(F)c2)c([N+](=O)[O-])c1 (stereo not given) | -1 | 0 | -3 | 5 | -1.5 | 0 | 20 | 1
COc1ccc(C(NC(N)=O)c2ccccc2)cc1 (stereo not given) | -4 | 13 | -1 | 2 | 0.1 | 8 | 9 | 0
CCOC(=O)c1cc(-c2ccc(OC)cc2F)nc2c1c(C)nn2CCC#N | -4 | 11 | 3 | 44 | 0.3 | -6 | 13 | -5
CCC1CO/C(=C(\C(Cl)=C(Cl)Cl)[N+](=O)[O-])N1 (stereo not given) | 6 | -16 | -1 | 15 | 1.4 | 10 | 14 | -3
O=C(CCC1COc2ccccc2O1)N1CCCC1 (stereo not given) | 14 | -2 | -2 | 16 | 3.5 | 6 | 9 | -2
Cc1ccc(NC(=O)CSc2nnc(-c3ccccn3)n2N)cc1F | 9 | 12 | -1 | -10 | 4.3 | 2 | -11 | -4
Cc1c(OCC(=O)N2CCC(C(N)=O)CC2)ccc2c3c(c(=O)oc12)CCC3 | 13 | 4 | 0 | 5 | -0.7 | 4 | -59 | -1
CC1CCCN(S(=O)(=O)c2ccc(C(=O)Nc3nnc(-c4ccccn4)o3)cc2)C1 (stereo not given) | 20 | 3 | -1 | 5 | -2.9 | 8 | -5 | -4
CCn1c(Cn2nnc(-c3ccccc3)n2)nnc1SCC(=O)Nc1ccc(N(C)C)cc1 | 7 | 18 | 1 | 0 | 0.2 | 8 | -4 | 3
Cn1c(SCc2cccc(F)c2)nnc1-c1ccncc1 | 9 | 22 | 4 | 7 | -0.5 | 5 | 8 | -2
O=C(NCc1ccccc1Cl)C1CCC(=O)N(CCCN2CCCC2=O)C1 (stereo not given) | 6 | 24 | -3 | -10 | -0.4 | 2 | 9 | -2
O=C(O)c1[nH]c2ccccc2c1C(c1cccc(O)c1)c1c(C(=O)O)[nH]c2ccccc12 | -10 | -10 | -3 | -1 | 0.7 | -5 | -4 | -4
O=C(NCC1CCN(Cc2ccccc2F)CC1)C1CCCN(c2ncnc3c2nc2n3CCCCC2)C1 (stereo not given) | -35 | 22 | -4 | -3 | -2.1 | 1 | 11 | -2
COc1ccc(C(CC(=O)O)NC(=O)c2sc3ccccc3c2Cl)cc1 (stereo not given) | 0 | 14 | -1 | 8 | -1.1 | 11 | 13 | -5
CCC(C)NS(=O)(=O)c1ccc(OCC(=O)NCc2ccc3c(c2)OCO3)cc1 (stereo not given) | -7 | 27 | -1 | -1 | -0.6 | 11 | 9 | 0
O=C(COc1ncnc2cc(Cl)ccc12)c1ccccc1 | -25 | -11 | 5 | 35 | 0.5 | -21 | 6 | -1
COc1ccc(C(=O)COC(=O)c2ccc3c(c2)OCCO3)c(OC)c1 | 15 | -16 | 0 | 3 | 1.4 | -16 | 20 | -5
COc1cccc(C(=O)OC(C)C(=O)NCC2CCCCC2)c1 (stereo not given) | -9 | -20 | -3 | 26 | -0.5 | 3 | -1 | -1
O=C(c1ccc(Cl)cc1)c1ccc(OCC(O)CN2CCCCC2)cc1 (stereo not given) | -33 | 32 | -1 | 16 | 0.6 | -9 | 3 | -2
CCOC(=O)Cn1cc(/C=C/[N+](=O)[O-])c2ccccc21 | -3 | -9 | -3 | 10 | 0.6 | -4 | 4 | -1
N/C(=N\OC(=O)CCC1CCCCC1)c1ccccn1 | -110 | -21 | 1 | 30 | 7.0 | -92 | 17 | -3
COc1ccc(C(=O)NCc2nnc(SCC(=O)Nc3cc(C)on3)o2)cc1OC | 20 | 13 | -4 | 17 | 0.0 | -27 | -10 | -1
CCOC(=O)N1CCN(C(=O)c2ccccc2NC(=O)c2ccc(C(C)(C)C)cc2)CC1 | -2 | 2 | -4 | 25 | -1.0 | -10 | 1 | -4
Cc1cccc(OCC(=O)NC(C)C(=O)N/N=C/c2c(OCc3ccccc3)ccc3ccccc23)c1 (stereo not given) | -44 | 76* | -2 | 28 | 3.1 | -62 | -22 | -3
CCOC(=O)c1cc2c(ccn2-c2ccc(F)cc2)n1CC(=O)N(CC)CC | 9 | 1 | -5 | 45 | -0.7 | 16 | 16 | -4
CC(=O)c1cccc(NC(=O)c2ccc(S(=O)(=O)N3CCCC3)cc2)c1 | 10 | 8 | 2 | 15 | 0.5 | -3 | -8 | -4
CC1=C(C#N)C(c2ccccc2)C2=C(N1)c1ccccc1C2=O (stereo not given) | 6 | 15 | 0 | 15 | -1.8 | 2 | 13 | -4
CC1CCN(C(=O)CSc2nnc(CNC(=O)c3ccc(F)cc3)o2)CC1 | 10 | 18 | -3 | -11 | -0.6 | 19 | -1 | 0
COc1ccc(OCC(=O)Nc2cccc3cccnc23)cc1 | -27 | 5 | 0 | 38 | -0.2 | -15 | -13 | 1

As a short view, part of the list above.
SMILES | 697 NFkB inh | Mdm2 MdmX PPI | XBP1 UPR activ | tim23-1 inh | UPR CHOP act | Jurkat NFkB inh | APJ antag | APJ ag
CCC(C)NS(=O)(=O)c1ccc(OCC(=O)NCc2ccc3c(c2)OCO3)cc1 (stereo not given) | -7 | 27 | -1 | -1 | -0.6 | 11 | 9 | 0
O=C(COc1ncnc2cc(Cl)ccc12)c1ccccc1 | -25 | -11 | 5 | 35 | 0.5 | -21 | 6 | -1
COc1ccc(C(=O)COC(=O)c2ccc3c(c2)OCCO3)c(OC)c1 | 15 | -16 | 0 | 3 | 1.4 | -16 | 20 | -5
COc1cccc(C(=O)OC(C)C(=O)NCC2CCCCC2)c1 (stereo not given) | -9 | -20 | -3 | 26 | -0.5 | 3 | -1 | -1
O=C(c1ccc(Cl)cc1)c1ccc(OCC(O)CN2CCCCC2)cc1 (stereo not given) | -33 | 32 | -1 | 16 | 0.6 | -9 | 3 | -2
CCOC(=O)Cn1cc(/C=C/[N+](=O)[O-])c2ccccc21 | -3 | -9 | -3 | 10 | 0.6 | -4 | 4 | -1
N/C(=N\OC(=O)CCC1CCCCC1)c1ccccn1 | -110 | -21 | 1 | 30 | 7.0 | -92 | 17 | -3
COc1ccc(C(=O)NCc2nnc(SCC(=O)Nc3cc(C)on3)o2)cc1OC | 20 | 13 | -4 | 17 | 0.0 | -27 | -10 | -1
CCOC(=O)N1CCN(C(=O)c2ccccc2NC(=O)c2ccc(C(C)(C)C)cc2)CC1 | -2 | 2 | -4 | 25 | -1.0 | -10 | 1 | -4
Cc1cccc(OCC(=O)NC(C)C(=O)N/N=C/c2c(OCc3ccccc3)ccc3ccccc23)c1 (stereo not given) | -44 | 76* | -2 | 28 | 3.1 | -62 | -22 | -3
CCOC(=O)c1cc2c(ccn2-c2ccc(F)cc2)n1CC(=O)N(CC)CC | 9 | 1 | -5 | 45 | -0.7 | 16 | 16 | -4
CC(=O)c1cccc(NC(=O)c2ccc(S(=O)(=O)N3CCCC3)cc2)c1 | 10 | 8 | 2 | 15 | 0.5 | -3 | -8 | -4
CC1=C(C#N)C(c2ccccc2)C2=C(N1)c1ccccc1C2=O (stereo not given) | 6 | 15 | 0 | 15 | -1.8 | 2 | 13 | -4
CC1CCN(C(=O)CSc2nnc(CNC(=O)c3ccc(F)cc3)o2)CC1 | 10 | 18 | -3 | -11 | -0.6 | 19 | -1 | 0
COc1ccc(OCC(=O)Nc2cccc3cccnc23)cc1 | -27 | 5 | 0 | 38 | -0.2 | -15 | -13 | 1
